# MT1-MMP act inh = blockers of MT1-MMP proenzyme processing, primary screen, HT1080 RFP-PRO-GFP cells, GFP/RFP fluorescence. Matrix metalloproteinase-14 (Homo sapiens), P50281. GFP/RFP ratio fluorescence, overnight; percent of plate control window, DMSO zero. GFP/RFP ratio change, % at 20 µM. hit rate 0.061% among 360,000. AID 651647, 2012;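 active = GFP/RFP ratio change of at least 30% with cell ATP level not reduced by more than half and red fluorescence within 50% of control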; also: strong numbers were not always called active
#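 Read-out: GFP/RFP fluorescence ratio; Test system: RFP-PRO-GFP reporter HT1080 cells; Compound dosing: single-point 20 µM compound, 1% DMSO; Times: overnight compound exposure at 37 °C.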
# Rpn11 block = Rpn11 (PSMD14) deubiquitinase inhibitors, primary screen, biochemical, fluorescence polarization, uHTS; 26S proteasome non-ATPase regulatory subunit 14 (Homo sapiens), O00487; human 26S proteasome, Ub4-pepOG fluorescence polarization; 20S core pre-blocked with epoxomicin; AID 588493, 2011; hit rate 0.59% among 360,000; calls only at 20 µM;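 active = inhibition at 20 µM, scaled to each plate's controls, above about 33%, limit read from the data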
# Target sequence (O00487 whole entry, looked up): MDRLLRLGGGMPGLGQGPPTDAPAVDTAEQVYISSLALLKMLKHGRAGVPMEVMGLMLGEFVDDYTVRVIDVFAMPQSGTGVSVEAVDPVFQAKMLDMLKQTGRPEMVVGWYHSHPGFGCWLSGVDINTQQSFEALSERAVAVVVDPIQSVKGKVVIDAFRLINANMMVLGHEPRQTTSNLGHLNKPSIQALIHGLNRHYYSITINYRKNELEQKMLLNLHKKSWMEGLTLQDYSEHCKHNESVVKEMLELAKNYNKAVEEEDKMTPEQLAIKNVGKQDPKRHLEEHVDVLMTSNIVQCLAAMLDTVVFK
# NadD inh = inhibitors of S. aureus NadD, primary screen, biochemical, colorimetric, uHTS; Nicotinate-nucleotide adenylyltransferase NadD (Staphylococcus aureus N315); purified NadD enzyme, colorimetric absorbance read-out; inhibition, % at 20 µM; hit rate 0.78% among 360,000; in the data active = inhibition above about 26%; also: some compounds past the cut are filed as inactive
# SUMO1-SIM PPI = modulators of SUMO1 protein-protein interactions, primary screen, biochemical, uHTS; Small ubiquitin-related modifier 1 (Homo sapiens), P63165; SUMO1 binding to a labelled peptide, TR-FRET, 1 h; inhibition, % at 20 µM; hit rate 0.33% among 360,000; in the data active = inhibition above about 37%
# SKN-1 inh = suppressors of acrylamide-induced Pgst-4::GFP reporter in worms, primary screen, SKN-1 inhibitor project, whole organism, uHTS, GFP/RFP fluorescence ratio, strain VP596; inhibition, % at 21.8 µM; hit rate 0.49% among 360,000; C. elegans VP596 Pgst-4::GFP/RFP ratio, 24 h;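 active = interference check ratio from 0.5 to 1.5 plus GFP to RFP signal ratio inhibition reaching or exceeding a fixed threshold, cut at about 30% in these data, passing the limit was not always enough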; also: some compounds called inactive have numbers as strong as hits
# CendR NRP1 mod = modulators of CendR peptide binding to NRP-1, primary screen, biochemical, fluorescence polarization, uHTS | Neuropilin-1 (Homo sapiens), O14786 | FAM-RPARPAR peptide binding to NRP-1 | inhibition, % at 25 µM | hit rate 0.85% among 360,000;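 active = inhibition or corrected inhibition above about 18%, plus a signal ratio from 0.5 to 1.5, limit read from the data, passing the limit was not always enough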; also: strong numbers were not always called active
# LMPTP block = LMPTP phosphatase inhibitors, primary screen, biochemical, fluorescence intensity, uHTS; Low molecular weight phosphotyrosine protein phosphatase (Homo sapiens), P24666; recombinant LMPTP-A, OMFP fluorogenic substrate; inhibition, % at 20 µM; hit rate 0.22% among 360,000; AID 651560, 2012;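 active = compounds that cut the enzyme signal by at least half of the control window in the single-dose screen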;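 also: plate controls were DMSO wells with enzyme plus substrate for no effect and substrate without enzyme for full effect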
# Target sequence (P24666 whole entry, looked up): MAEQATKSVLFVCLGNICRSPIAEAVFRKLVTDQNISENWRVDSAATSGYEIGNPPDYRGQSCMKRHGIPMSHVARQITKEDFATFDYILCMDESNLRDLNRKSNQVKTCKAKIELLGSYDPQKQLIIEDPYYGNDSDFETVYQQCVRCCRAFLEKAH
#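 Test system: LMPTP-A phosphatase enzyme; input: 0.625 nM LMPTP-A final; reagent: OMFP substrate, 400 µM final; compound dosing: 20 µM single dose, 3% DMSO; incubation: 50 min dark incubation at room temperature; measured by: endpoint fluorescence intensity from OMFP dephosphorylation; measure: % inhibition relative to no-enzyme and uninhibited control wells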
# Scp1 inh = Scp-1 phosphatase inhibitors, primary screen, biochemical, colorimetric, uHTS | AID 493091, 2011 | inhibition, % at 20 µM | hit rate 0.88% among 340,000 | Carboxy-terminal domain RNA polymerase II polypeptide A small phosphatase 1 (Homo … | Recombinant Scp1, phosphopeptide, malachite green phosphate absorbance;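 active = inhibition above about 50% at 20 µM, limit read from the data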;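 also: plate controls were DMSO wells with enzyme for no effect and wells lacking enzyme for full effect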
#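 Times: enzyme reaction 45 min at room temperature, colour 5 min, stabilisation 30 min. Material: SCP-1 catalytic fragment, aa 76-261. Medium: Acidic Tris acetate buffer with magnesium and detergent. Signal: colorimetric free-phosphate detection, absorbance 630 nm. Read-out basis: % inhibition of SCP-1 phosphate liberation. Reagent: Phosphorylated 17-residue peptide substrate.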
# STEP block = STEP phosphatase inhibitors, primary screen, biochemical, fluorescence intensity, uHTS | Tyrosine-protein phosphatase non-receptor type 5 (Homo sapiens), P54829 | recombinant STEP, OMFP fluorogenic substrate | AID 588621, 2011 | inhibition, % at 20 µM | hit rate 0.25% among 360,000;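 active = inhibition at 20 µM, scaled per plate between control wells, above about 37%, limit read from the data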;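 also: 0% = DMSO with enzyme and substrate and 100% = substrate only without enzyme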
# Target sequence (P54829 whole entry, looked up): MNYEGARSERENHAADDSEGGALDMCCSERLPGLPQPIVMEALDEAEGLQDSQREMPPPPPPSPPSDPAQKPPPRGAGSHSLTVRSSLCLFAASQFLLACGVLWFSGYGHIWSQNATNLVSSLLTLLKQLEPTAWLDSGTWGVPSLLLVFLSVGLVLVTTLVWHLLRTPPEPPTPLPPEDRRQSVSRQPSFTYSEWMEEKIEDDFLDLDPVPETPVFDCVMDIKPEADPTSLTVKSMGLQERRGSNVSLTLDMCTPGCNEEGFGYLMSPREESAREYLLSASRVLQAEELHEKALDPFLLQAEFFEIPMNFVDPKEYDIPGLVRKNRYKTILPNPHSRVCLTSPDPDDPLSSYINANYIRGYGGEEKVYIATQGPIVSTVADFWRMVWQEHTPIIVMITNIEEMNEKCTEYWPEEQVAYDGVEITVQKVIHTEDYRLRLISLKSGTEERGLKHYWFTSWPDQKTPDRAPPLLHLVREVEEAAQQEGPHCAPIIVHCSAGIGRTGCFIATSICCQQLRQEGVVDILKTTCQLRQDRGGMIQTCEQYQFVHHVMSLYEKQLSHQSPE
#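 Also added – OMFP at 25 µM · Test system – STEP tyrosine phosphatase · Technique – FITC-channel fluorescence of OMFP product · Schedule – 20 min at room temperature, dark · Evaluation – control-normalized % inhibition with plate pattern correction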
# DNMT1 block = human DNMT1 methyltransferase inhibitors, primary screen, biochemical, molecular beacon, fluorescence, HinP1I cleavage, uHTS. DNA (cytosine-5)-methyltransferase 1 (Homo sapiens), P26358. inhibition (reported as % activation of signal), % at 10 µM. hit rate 0.83% among 360,000. AID 588458, 2011; in the data active = inhibition above about 50%
# Numbers without * were called inactive; i = inactive.
SMILES,MT1-MMP act inh,Rpn11 block,NadD inh,SUMO1-SIM PPI,SKN-1 inh,CendR NRP1 mod,LMPTP block,Scp1 inh,STEP block,DNMT1 block
O=C(c1ccc(SCc2ccco2)c([N+](=O)[O-])c1)N1CCOCC1,6.0,i,-5.2,-22.9,-1.2,-9.6,-1.2,-1.7,-4.0,3.3
COc1ccc(CNC(=O)CN2CCN(S(=O)(=O)c3cc(Br)ccc3Br)CC2)cc1OC,-7.7,i,-7.4,7.0,-1.3,-3.1,0.2,1.8,0.5,-3.2
CCOC(=O)CNC(=O)CSc1nc2cccnc2n1C,4.0,i,3.5,-0.4,4.4,7.7,-0.9,0.7,-1.1,-2.1
Cc1cc(C)c(C)c(S(=O)(=O)N2CCN(C(=O)C3CSC4(C)CCC(=O)N34)CC2)c1C (stereo not drawn),3.4,i,-3.7,-0.7,-2.0,4.4,-0.2,-1.2,1.2,-1.1
CCc1ccc(-c2nn[nH]n2)cc1,-3.1,i,-1.4,2.4,10.2,8.5,-1.0,-5.6,1.3,-4.5
CCN(CC)C(=O)Cn1cc(C(=O)C(=O)NCc2ccco2)c2ccccc21,6.5,i,-1.3,-5.4,-4.4,7.5,-1.7,-4.9,1.7,0.1
CCOc1ccc(-n2c(=S)sc3c(=O)[nH]c(SCC(=O)NC(C)CC)nc32)cc1 (stereo not drawn),4.0,i,7.2,-2.1,13.0,1.2,-2.1,-3.7,8.6,0.9
Cc1nn(Cc2ccccc2)c(Cl)c1C(=O)NCc1ccc(C)n1C,-18.8,i,18.9,3.4,-4.5,-28.0,0.4,4.9,2.1,-25.9
O=C1N=C2SCCN2/C1=C\c1ccc(Cl)cc1,3.3,i,17.9,-4.6,-5.2,0.2,-2.5,-4.9,-5.1,-13.9
CCOc1ccc(CN2CCNC(=O)C2CC(=O)NCCCn2ccnc2)cc1 (stereo not drawn),0.2,i,0.7,-3.2,16.4,6.1,-5.6,-1.7,0.9,5.4
Cn1c(C(=O)O)cc2c(=O)n3ccccc3nc21,-2.9,i,1.7,-12.2,-2.1,-8.0,1.8,1.9,1.0,1.0
CCOC(=O)C1CCCN(C(=O)c2ccc(S(=O)(=O)N3CCOCC3)cc2)C1 (stereo not drawn),4.3,i,9.0,-3.7,-12.0,7.1,-8.0,-3.6,-2.0,0.2
Cc1cc(C)c(OCCCCCn2ccnc2)c(C)c1,2.0,i,-5.7,1.3,16.2,-7.1,-2.6,0.8,0.1,0.0
O=C1NC2(CCCCC2)C(=O)N1CC(=O)N(Cc1ccccc1)c1ccccc1,0.1,i,-5.6,1.8,-6.0,2.8,0.3,0.9,-1.2,-0.4
NNC(=O)c1nn(-c2ccc(Cl)cc2)ccc1=O,7.8,i,8.3,-7.5,-9.8,6.3,-3.0,0.2,2.0,1.3
Cc1ccc(NC(=O)C2CC2C)c(Cl)c1 (stereo not drawn),1.6,i,-0.6,-0.2,-1.3,10.1,0.2,-0.7,1.8,-2.2
CCCOc1ccc(C(=O)Nc2ccc(S(=O)(=O)NC3=NCCCCC3)cc2)cc1,-11.0,i,0.5,2.1,9.5,-6.2,1.0,-0.6,-0.7,-2.0
CC(Sc1nncn1C)C(=O)Nc1ccc(N2CCCCC2)cc1 (stereo not drawn),-0.9,i,4.3,-1.6,2.4,-16.6,1.0,-4.3,-1.8,-3.8
c1ccc(-c2nnc(-c3ccco3)n2-c2ccccc2)cc1,-1.2,i,6.8,0.8,7.3,4.6,-1.6,-2.2,-1.4,1.1
COc1ccc(CCN(C(=O)c2ccc(F)cc2)C2=CC3CCC(C2)N3C)cc1OC (stereo not drawn),-2.2,i,-3.5,-1.5,-12.1,-8.4,-1.9,-3.6,1.5,1.4
O=C(CNC(=O)c1ccc(Cl)cc1)NCCCn1ccnc1,-5.0,i,-2.7,-2.0,-5.3,6.3,-4.7,1.6,-2.6,-1.7
COC(=O)/C(=C\c1cccnc1)NC(=O)c1ccc(OCc2ccccc2)cc1,2.6,i,-2.4,-9.3,-11.3,-1.1,-0.6,-3.4,-0.3,1.4
O=C(CNc1ccc2ccccc2c1)N/N=C/C=C/c1cccc([N+](=O)[O-])c1,-6.7,i,28.6,-14.2,-6.2,-6.1,6.5,-4.6,1.6,-7.7
CSCc1cc(N2CCOCC2)nc(-c2ccccc2)n1,-0.1,i,-3.0,1.4,1.7,-6.3,-1.3,-0.5,-0.9,-1.5
CSCCC(NS(=O)(=O)c1ccc(Cl)cc1)C(=O)OCC(=O)NC12CC3CC(CC(C3)C1)C2 (stereo not drawn),-6.6,i,-8.8,0.5,-7.0,-2.4,3.6,-13.1,0.3,-2.4
O=C(CCC1CCCC1)Nc1cc(Cl)ccc1N1CCOCC1,-4.3,i,-2.0,3.1,9.9,9.4,1.8,-0.1,5.6,-5.0
N=C1/C(=C\c2ccc(OC(=O)c3ccco3)cc2)C(=O)N=C2SC(N3CCCCC3)=NN12,-2.5,i,28.3,4.0,-9.9,-27.9,1.8,13.2,1.7,4.8
COc1cc(C)nc(Nc2nc(C)c(C(C)=O)s2)n1,1.7,i,-2.7,-1.2,4.9,9.1,0.3,-4.8,4.5,-12.1
CN(C(=O)c1ccc(NC(=O)Cc2cccc(NC(=O)C3CCCN(C(=O)C4CCCC4)C3)c2)cc1)C1CCCC1 (stereo not drawn),4.0,i,10.5,3.6,19.2,21.8,2.9,1.9,1.0,-5.5
CN(CC(=O)Nc1cccc(F)c1)C(=O)c1cccnc1Sc1ccccc1,2.6,i,-3.5,1.3,-32.9,-14.2,-0.3,-6.6,-2.0,12.0
Cc1nc(C(=O)Nc2ccc(Cl)cc2)nn1-c1ccc([N+](=O)[O-])cc1,5.3,i,-2.2,-19.7,1.2,1.6,0.4,-6.6,0.8,-3.6
Cc1ccc(NC(=O)c2cc(-c3cccs3)on2)cc1C,-5.0,i,-7.3,-10.5,-8.7,3.8,1.5,6.0,2.5,0.2
CCCC(O)(CCC)C(=O)NN(C(=O)CCl)c1ccccc1,2.4,i,11.5,0.1,1.2,0.0,-0.9,-1.1,-1.1,1.0
C=CCC(CC=C)(C(N)=O)c1ccccc1,-2.9,i,-8.4,1.7,8.1,2.1,-1.6,-9.1,1.2,-4.1
COC(=O)c1[nH]c2ccc(C)cc2c1NC(=O)Oc1ccccc1,11.4,i,0.6,-10.9,21.6,-10.8,1.4,0.0,-2.7,-1.6
CCOc1ccccc1N(CC(=O)Nc1cccc(OC)c1)S(=O)(=O)c1ccccc1,-1.6,i,-5.6,5.3,-11.0,7.1,1.9,-14.4,1.3,-2.1
COc1ccc2c(c1)nc(NCCCO)n2Cc1ccccc1,1.1,i,-4.9,0.4,-4.2,-4.1,0.3,-8.4,3.2,0.3
Cc1oc(-c2ccccc2)cc1C(=O)NCc1ccncc1,3.9,i,0.6,-0.6,-8.6,16.9,0.8,-10.9,-0.4,-0.4
CON(C)C(=O)CCC1CCCN1C(=O)OC(C)(C)C (stereo not drawn),1.3,i,1.3,2.0,12.7,2.4,-0.9,-4.2,0.7,4.5
COc1cc(NC(=O)c2cccc([N+](=O)[O-])c2)ccc1NC(=O)c1cc2ccccc2o1,1.2,i,5.9,0.1,12.4,19.2,-0.4,6.3,0.0,36.7

# Looked up above:
# CN(CC(=O)Nc1cccc(F)c1)C(=O)c1cccnc1Sc1ccccc1 @ NadD inh = -3.5
# COC(=O)/C(=C\c1cccnc1)NC(=O)c1ccc(OCc2ccccc2)cc1 @ Scp1 inh = -3.4

# Other entries follow:
SMILES,MT1-MMP act inh,Rpn11 block,NadD inh,SUMO1-SIM PPI,SKN-1 inh,CendR NRP1 mod,LMPTP block,Scp1 inh,STEP block,DNMT1 block
Fc1ccc(COc2ccc(-c3nnco3)cc2)c(Cl)c1,2.4,i,-7.8,3.9,86.7*,6.1,-0.5,-2.0,2.0,1.1
CC(C)(C)NC(=O)NC(=O)CSc1nnc(COc2ccccc2Cl)o1,3.4,i,-1.4,-2.7,-2.9,17.2,-2.0,-0.3,1.9,-3.3
Cc1ccc(C(C)C)c(OCC(=O)NNC(=O)Nc2ccccc2)c1,-2.4,i,0.7,6.1,12.0,3.7,0.5,-7.2,-0.5,8.2
Cc1nnc(Nc2ccc3c(c2)ncn3C)c2ccccc12,-4.1,i,8.4,-4.6,-1.4,-13.6,-1.2,-15.4,-0.1,0.2
O=C(CSc1nnc(CNC(=O)c2ccccc2F)o1)c1ccc(Cl)cc1,0.5,i,5.7,-1.5,3.3,5.0,-0.8,-4.7,0.8,0.7
CC1(C)CC(CCN(Cc2ccccc2)C(=O)c2ccco2)(c2ccccc2)CCO1 (stereo not drawn),-9.5,i,0.4,0.8,4.5,-8.0,1.7,-5.7,2.4,-5.5
COc1ccc(-c2csc3ncnc(N4CCN(c5ccccc5[N+](=O)[O-])CC4)c23)cc1,-2.9,i,20.3,-4.5,-8.3,-1.9,6.9,16.0,0.4,0.3
CC(NC(=O)C(=O)N1CCCCC1)C(c1cccs1)N1CCN(C)CC1 (stereo not drawn),-7.5,i,-3.2,4.6,5.2,0.7,-0.3,7.4,-3.9,4.0
Cc1ccc(-n2c(-c3cnccn3)n[nH]c2=S)c(Br)c1,3.9,i,0.3,-0.6,-8.3,2.3,-1.5,-11.6,1.9,3.1

# By substructure, those above with a tert-butyl group.
SMILES,MT1-MMP act inh,Rpn11 block,NadD inh,SUMO1-SIM PPI,SKN-1 inh,CendR NRP1 mod,LMPTP block,Scp1 inh,STEP block,DNMT1 block
CON(C)C(=O)CCC1CCCN1C(=O)OC(C)(C)C (stereo not drawn),1.3,i,1.3,2.0,12.7,2.4,-0.9,-4.2,0.7,4.5
CC(C)(C)NC(=O)NC(=O)CSc1nnc(COc2ccccc2Cl)o1,3.4,i,-1.4,-2.7,-2.9,17.2,-2.0,-0.3,1.9,-3.3

# Entries above shown as hits in SKN-1 inh.
canonical_smiles | MT1-MMP act inh | Rpn11 block | NadD inh | SUMO1-SIM PPI | SKN-1 inh | CendR NRP1 mod | LMPTP block | Scp1 inh | DNMT1 block
Fc1ccc(COc2ccc(-c3nnco3)cc2)c(Cl)c1 | 2.4 | i | -7.8 | 3.9 | 86.7* | 6.1 | -0.5 | -2.0 | 1.1
